Bioassay records from PubChem BioAssay.
BCLXL inh = inhibitors of human Bcl-xL. Q07817. GST-Bcl-xL / FITC-Bim BH3 peptide fluorescence polarization. inhibition, % at 10.9 µM. 320,000 tested, 0.7% active. AID 2129;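 active = inhibition above the mean of all tested compounds plus 3 SD, cutoff set per campaign, cut at about 30% in these data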;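 also: 0% = DMSO wells and 100% = unlabeled Bim-BH3 peptide competitor; inhibitors lower millipolarization by displacing the labeled peptide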
GRK2 aptamer HTS = human GRK2 inhibition via aptamer displacement; P25098; bead flow cytometry, FAM-aptamer displacement from GRK2; inhibition of aptamer binding, % at 10 µM; 330,000 tested, 0.59% active;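 active = inhibition of aptamer binding above 40%, roughly 3 SD of noise, on plates passing a quality check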;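 also: median bead fluorescence of bound FAM aptamer so fluorescent compounds give negative values; no value below 0 was filed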
MEX-5 binding = C. elegans MEX-5 TCR-2 RNA binding activity; Q9XUB2; MEX-5/FITC-TCR2 RNA binding, fluorescence polarization; hits give low values; activity score (negative = inhibition of binding), % at 10 µM; 300,000 tested, 0.38% active; AID 1832;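 active = inhibition past about -25% in most replicates, and total fluorescence under double the plate's negative control median, limit read from the data; inconclusive = replicates evenly split on the limit, or fluorescence at least double controls; inactive = too little inhibition in most replicates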;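 also: 0% = DMSO and -100% = 5 µM competing unlabeled TCR2 RNA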
CIT2-GFP yeast = alters CIT2-GFP fluorescence in TOR pathway yeast screen; S. cerevisiae CIT2-GFP strain, flow cytometry, 3 h; 100 means same as DMSO wells; GFP response vs DMSO, % at 10 µM; 320,000 tested, 0.065% active; AID 2029;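 active = GFP response relative to DMSO above a set limit, near the screen mean plus 3 SD, cut at about 150% in these data; inconclusive = Fewer than 70 cells measured for a yeast strain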;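 also: ratio of well median GFP fluorescence to mean of DMSO wells on the plate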
VLA-4 inh = inhibition in a human VLA-4 binding assay; P13612; VLA-4 expressing cells, ligand binding flow cytometry; inhibition, % (about 7 µM as worked out from the volumes in the protocol); 330,000 tested, 0.2% active; AID 2557; in the data active = inhibition above about 50%
GLD-1 RNA inh = GLD-1-TGE RNA interaction inhibition (C. elegans); Q17339; purified GLD-1 + fluorescein TGE RNA, fluorescence polarization; inhibition, % at 5.96 µM; 320,000 tested, 0.44% active; AID 2280;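 active = percent inhibition above a per-plate cutoff, the plate mean of test compounds plus 3 SD, cut at about 30% in these data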;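 also: 0% = DMSO wells with GLD-1 and probe and 100% = wells lacking GLD-1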
Target sequence (Q17339 whole entry, looked up): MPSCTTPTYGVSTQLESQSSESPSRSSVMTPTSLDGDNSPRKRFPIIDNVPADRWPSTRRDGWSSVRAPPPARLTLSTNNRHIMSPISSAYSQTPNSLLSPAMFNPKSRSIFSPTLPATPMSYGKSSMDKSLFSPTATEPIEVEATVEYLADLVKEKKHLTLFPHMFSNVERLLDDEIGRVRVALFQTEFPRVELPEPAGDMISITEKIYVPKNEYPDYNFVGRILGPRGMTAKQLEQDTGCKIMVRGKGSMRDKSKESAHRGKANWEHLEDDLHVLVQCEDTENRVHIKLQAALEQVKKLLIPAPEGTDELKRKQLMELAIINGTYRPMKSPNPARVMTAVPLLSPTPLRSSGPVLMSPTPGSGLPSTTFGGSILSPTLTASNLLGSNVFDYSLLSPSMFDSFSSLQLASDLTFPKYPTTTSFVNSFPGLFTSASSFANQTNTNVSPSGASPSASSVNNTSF
AGP1-GFP MLPCN = alters AGP1-GFP fluorescence in TOR pathway yeast screen; S. cerevisiae AGP1-GFP multiplex flow cytometry, 3 h; GFP as percent of DMSO wells; GFP response vs DMSO, % at 10 µM; 320,000 tested, 0.02% active; AID 2066;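 active = GFP response relative to DMSO above a set limit, near screen average plus 3 SD, cut at about 150% in these data; inconclusive = fewer than 70 cells counted for the yeast strain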;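 also: median GFP channel fluorescence of the gated AGP1 strain per well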
Yeast superoxide = yeast age-related superoxide inhibition as caloric restriction mimetic; S. cerevisiae aged cells, superoxide DHE fluorescence; hits give low values; superoxide response (% of plate mean), % at 10 µM; 330,000 tested, 0.18% active; AID 2690;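 active = superoxide response under a set limit, about three screen SD below normal, cut at about 65% in these data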;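 also: yeast aged for seven days with compound at 30 °C before DHE staining; 100% = average MFI of all compound-treated wells on the plate with controls excluded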
MCL1 BIM primary = inhibitors of human MCL1 binding to BIM-BH3 peptide | Q07820 | GST-MCL1 / FITC-Bim-BH3 fluorescence polarization | inhibition, % at 10.9 µM | 320,000 tested, 0.68% active | AID 2057;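 active = inhibition above the mean inhibition of all tested compounds plus 3 SD, set per campaign, cut at about 40% in these data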;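 also: 0% = DMSO wells and 100% = unlabeled Bim-BH3 peptide control; higher means more loss of mP so more displacement of Bim peptide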
Target sequence (Q07820 whole entry, looked up): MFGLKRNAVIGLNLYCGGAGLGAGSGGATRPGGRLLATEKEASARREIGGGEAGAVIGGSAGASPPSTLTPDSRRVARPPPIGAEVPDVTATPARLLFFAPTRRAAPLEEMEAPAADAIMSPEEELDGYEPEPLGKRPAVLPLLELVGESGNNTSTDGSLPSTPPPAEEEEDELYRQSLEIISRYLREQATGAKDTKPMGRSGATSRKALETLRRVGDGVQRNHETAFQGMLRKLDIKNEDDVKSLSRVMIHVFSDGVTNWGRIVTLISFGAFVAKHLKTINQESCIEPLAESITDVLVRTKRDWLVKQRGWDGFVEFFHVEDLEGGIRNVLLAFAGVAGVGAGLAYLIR
* hit, by the source's call; i = inactive; ? = inconclusive; · = no result given.

SMILES	BCLXL inh	GRK2 aptamer HTS	MEX-5 binding	CIT2-GFP yeast	VLA-4 inh	GLD-1 RNA inh	AGP1-GFP MLPCN	Yeast superoxide	MCL1 BIM primary
Cc1ncsc1CCC(=O)N1CCCC(Nc2ccc(C(C)C)cc2)C1 (centres undefined)	4	2	-0.7	103	6	2	99	111	2
Cc1ccccc1C(=O)N1CCC(C(=O)Nc2ccc(S(=O)(=O)N(C)C(C)C)cc2)CC1	0	0	0.8	101	-49	4	110	101	-5
COc1ccccc1CNS(=O)(=O)c1c(C)nc2scc(C)n2c1=O	2	1	2.2	104	4	5	107	100	12
CCC(=O)Nc1cc(C)c(NC(=O)c2ccccc2OC)cn1	11	0	-0.2	95	-2	10	99	91	13
CCc1noc(C)c1C(=O)N1CCN(S(=O)(=O)c2ccc(C)cc2C)CC1	-17	5	-1.5	94	1	-4	103	95	-25
CC(=O)Nc1cccc(NC(=O)CSc2nc(=O)n(Cc3ccncc3)c3c2CCC3)c1	5	3	-0.7	103	-11	8	103	83	-1
CC(=O)Nc1ccc(NC(=O)C(C)Sc2nnc(-c3ccc4c(c3)OCO4)o2)cc1 (centres undefined)	·	0	·	101	0	7	104	96	·
C=CCNC(=O)N[C@@H](CCSC)C(=O)OC	-2	0	-1.0	96	6	1	105	110	0
COc1ccc(NC(=O)CNC(=O)C2CCCCC2)cc1OC	·	1	·	107	3	3	99	114	·
Cc1cccc(NC(=O)c2c(C)nc3ccccn23)c1	-3	0	-1.1	97	2	1	·	94	-2
CC(C)(C)c1ccc(/C=N/OCC(=O)NCc2ccc(F)cc2)cc1	0	4	-0.2	98	1	10	92	62*	0
O=P(c1ccccc1)(c1ccccc1)C(O)c1ccncc1 (centres undefined)	1	0	-1.9	104	-7	-8	103	117	-2
CCCCNC(=S)N=Nc1c(O)n(Cc2ccccc2)c2ccccc12	3	4	·	101	0	2	103	93	8
O=c1c2ccccc2nc(-c2ccco2)n1-c1nc2ccccc2s1	2	1	0.4	104	-4	6	100	103	-1
O=C(Nc1ccccc1C(F)(F)F)N1CCCCCC1	-16	1	2.0	100	9	13	108	88	-19
COCc1c(C(C)C)nc(C(C)C)c(/C=C/[C@@H](O)C[C@@H](O)CC(=O)O)c1-c1ccc(F)cc1	3	0	-0.7	103	47	4	92	i	5
CCOc1ccccc1N1CCN(C(=O)c2ccc3nc(N)sc3c2)CC1	·	0	·	90	16	1	100	94	·
O=C(O)c1cccc(Nc2ccc([N+](=O)[O-])cn2)c1	1	0	2.3	98	-2	4	139	95	5
COc1ccccc1CC(=O)Nc1ccc(Cl)cc1C(=O)O	6	0	-1.3	115	-6	7	102	86	3
COc1ccc(NC(=O)COC(=O)CCCOc2ccc(Cl)cc2Cl)cc1	3	0	1.9	89	23	10	94	107	8
CS(=O)(=O)NN1C(=O)c2ccccc2NC1c1ccccc1F (centres undefined)	4	2	-1.6	107	0	9	104	93	-1
Cc1cc(C)c(NC(=O)CSc2nc3c(c(=O)n2C)SC(C)C3)c(C)c1 (centres undefined)	0	4	0.3	98	15	8	109	103	-1
CSc1nc2ccccc2n1C(=O)Oc1ccccc1	-3	6	0.0	96	-15	1	100	110	-2
Cc1cc(C(=O)NCCCn2ccnc2)cs1	-4	2	-1.4	99	3	7	98	125	2
O=C(CN1CCN(c2cccc(C(F)(F)F)c2)CC1)N(C1CCCC1)C1CCS(=O)(=O)C1 (centres undefined)	-5	5	·	102	40	-3	107	81	-17
O=C(NC1CCS(=O)(=O)C1)c1ccc2c(c1)OCO2 (centres undefined)	-3	0	-0.9	97	22	0	102	101	-1
Cc1ccc(N(CC(=O)NCCc2ccccc2)C(=O)CCC(=O)Nc2cc(C)ccn2)cc1	3	1	-1.8	102	0	10	101	98	1
Cn1c(C(=O)N[C@@H](Cc2ccccc2)C(=O)O)cc2cc(Cl)ccc21	-5	0	0.5	105	-6	-17	100	104	-14
O=c1[nH]n2c(=O)c3c([nH]c2c1N=Nc1cccc(C(F)(F)F)c1)CCCC3	18	1	-3.6	98	12	4	104	110	18
CCOc1cc(N2CCOCC2)c(OCC)cc1NC(=O)CSc1nc(N)cc(=O)[nH]1	5	1	·	101	22	3	93	132	2
C/C(=N\OCC(=O)Nc1ccc(F)c(F)c1F)c1cc2ccccc2o1	6	0	-1.0	93	7	3	101	110	0
O=C1CC(SC2=NCCS2)C(=O)N1c1ccc(Br)cc1 (centres undefined)	7	0	0.0	100	26	-4	93	95	5
CNC(=O)NC(=O)CN1C(=O)NC2(CCOc3ccccc32)C1=O (centres undefined)	-4	2	2.2	107	-2	0	104	81	-3
Cc1ccc(SCC(=O)OC(C)C(=O)NCc2ccccc2)cc1C (centres undefined)	1	0	-1.1	104	-2	-5	101	114	-5
Cc1ccccc1N(CC(=O)NCCc1ccccc1)C(=O)c1ccc(N2CCCC2)nc1	2	0	3.9	84	7	6	90	97	1
O=C(/C=C/c1ccccc1)c1ccc(NC2=NCCCS2)cc1	5	0	·	112	-6	-11	110	102	6
Cc1ccnc(NC(=O)C2CC(=O)N(Cc3ccccc3)C2)c1 (centres undefined)	-1	1	-1.0	104	9	12	111	86	-2
O=c1c[n+]([O-])c2ccccc2n1OCc1c(F)cccc1F	-8	1	3.1	95	0	-31	94	100	-20
Cc1nc(Nc2cc(F)ccc2C)c2nnn(Cc3ccccc3)c2n1	8	1	0.1	89	-14	4	89	107	2
O=C(O)CC(CC(=O)Nc1nncs1)c1ccccc1 (centres undefined)	-4	49*	-1.9	108	8	-1	106	91	-5
CCOC(=O)C1=C(C)Nc2sc(C(=O)c3ccc(OC)cc3)c(N)c2C1c1ccc(C(=O)OC)cc1 (centres undefined)	3	3	4.3	90	-23	5	96	86	-16
O=S(=O)(c1ccc(Br)s1)N1CCN(CCc2ccccc2)CC1	-6	0	·	90	2	-5	92	85	-2
Clc1ccc(CN=C(Nc2ccccc2)NC2CCCCC2)cc1	5	0	-2.0	99	1	-2	98	98	8
CCOC(=O)CSc1nc(Nc2ccc3c(c2)OCO3)c2ccccc2n1	6	2	-1.5	90	8	-3	92	127	6
Cc1ccc(C(C(=O)NC2CCCC2)N(C(=O)c2csnn2)c2ccccc2)o1 (centres undefined)	1	6	-1.6	98	-128	2	96	98	3
COc1ccc(OC)c(NC(=O)c2ccc(CN(c3cc(Cl)ccc3C)S(=O)(=O)c3ccccc3)cc2)c1	3	2	-0.6	112	7	-1	106	97	-1
CCOC(=O)CSc1ccc(C(=O)Nc2ccc(OC)cc2)cn1	2	0	-0.1	97	16	3	99	107	-2
O=C(N=C1SC2CS(=O)(=O)CC2N1c1cc(Cl)ccc1Cl)C1CC1 (centres undefined)	5	3	-0.4	93	25	-2	100	118	2
N#CC1(NC(=O)CSc2ccccn2)CCCCC1	-1	0	-0.3	80	14	-2	88	97	2
CCOc1ccc(NC(=O)CSc2nc3ccsc3c(=O)n2CCC(=O)O)cc1	0	7	1.1	97	6	2	96	84	-3
Cc1cc(C(F)(F)F)c(C#N)c(N2CCOCC2)n1	5	0	2.6	114	2	5	113	87	2
CC(C)c1cc(C(=O)O)n(-c2ccccc2)n1	4	0	-6.4	101	5	4	97	105	3
CCCn1c(CN2CCN(C(=O)OCC)CC2)nc2c1c(=O)n(C)c(=O)n2C	2	0	-2.1	106	-3	0	105	117	-1
CCN(c1cccc(C)c1)C(C(=O)Nc1ccc(OC)cc1)c1cc2c(cc1[N+](=O)[O-])OCO2 (centres undefined)	2	0	0.0	95	4	-2	100	93	9
Cc1ccc(NC(=O)Nc2ccccc2F)cc1S(=O)(=O)N1CCOCC1	5	0	·	113	-11	4	114	127	5
Cc1ccc2c(c1)nnn2C1CCN(S(=O)(=O)c2ccc(C(=O)N3CC(C)CC(C)C3)cc2)CC1 (centres undefined)	1	0	·	?	9	0	?	91	5
O=C(Nc1ccc(C(=O)O)cc1)Nc1cccc([N+](=O)[O-])c1	-2	0	-3.0	104	24	2	95	88	-3
CCc1nn2c(=O)cc(CSc3nc(C)cc(=O)[nH]3)nc2s1	1	0	-0.7	100	-13	6	99	93	3
Cc1ccc2occ(/C=C/C(=O)c3ccccc3O)c(=O)c2c1	4	0	1.0	102	-25	0	101	115	2
CCN(CC)CCC(c1ccc(OC)cc1)c1c(O)cc(OC)cc1OC (centres undefined)	5	0	0.6	103	-10	-2	102	100	-2
O=C(c1ccccc1F)N1CCN=C1SCc1cccnc1	2	2	-3.8	94	39	-6	101	111	4
CN(Cc1ccccc1N1CCCC1)C(=O)c1cc2cc(Cl)ccc2o1	8	0	·	92	-2	-4	99	110	6

11 of the compounds above, with values under each structure.
Each structure is followed by: BCLXL inh	GRK2 aptamer HTS	MEX-5 binding	CIT2-GFP yeast	VLA-4 inh	GLD-1 RNA inh	AGP1-GFP MLPCN	Yeast superoxide	MCL1 BIM primary
Cc1ncsc1CCC(=O)N1CCCC(Nc2ccc(C(C)C)cc2)C1 (centres undefined)
→ 4	2	-0.7	103	6	2	99	111	2
Cc1ccccc1C(=O)N1CCC(C(=O)Nc2ccc(S(=O)(=O)N(C)C(C)C)cc2)CC1
→ 0	0	0.8	101	-49	4	110	101	-5
COc1ccccc1CNS(=O)(=O)c1c(C)nc2scc(C)n2c1=O
→ 2	1	2.2	104	4	5	107	100	12
CCC(=O)Nc1cc(C)c(NC(=O)c2ccccc2OC)cn1
→ 11	0	-0.2	95	-2	10	99	91	13
CCc1noc(C)c1C(=O)N1CCN(S(=O)(=O)c2ccc(C)cc2C)CC1
→ -17	5	-1.5	94	1	-4	103	95	-25
CC(=O)Nc1cccc(NC(=O)CSc2nc(=O)n(Cc3ccncc3)c3c2CCC3)c1
→ 5	3	-0.7	103	-11	8	103	83	-1
CC(=O)Nc1ccc(NC(=O)C(C)Sc2nnc(-c3ccc4c(c3)OCO4)o2)cc1 (centres undefined)
→ ·	0	·	101	0	7	104	96	·
C=CCNC(=O)N[C@@H](CCSC)C(=O)OC
→ -2	0	-1.0	96	6	1	105	110	0
COc1ccc(NC(=O)CNC(=O)C2CCCCC2)cc1OC
→ ·	1	·	107	3	3	99	114	·
Cc1cccc(NC(=O)c2c(C)nc3ccccn23)c1
→ -3	0	-1.1	97	2	1	·	94	-2
CC(C)(C)c1ccc(/C=N/OCC(=O)NCc2ccc(F)cc2)cc1
→ 0	4	-0.2	98	1	10	92	62*	0
